# Bioassay records: PubChem, NCI
# NCI-60 one-dose screen, 48 h, at 10 µM unless noted. Numbers give growth in % (100 = growth as untreated, 0 = no growth, -100 = all killed).
# IGROV1 = IGROV1 ovarian cancer. actives 4.7% (n = 79,000)
# NCI/ADR-RES = NCI/ADR-RES ovarian cells; actives 4.4% (n = 81,000); AID 1794790
# SN12C = SN12C renal cancer cells | actives 3.8% (n = 81,000) | AID 1794767
# 786-0 = 786-0 renal cancer cells | actives 5.1% (n = 81,000)
# CAKI-1 = CAKI-1 renal cancer; actives 4.7% (n = 75,000)
# ACHN = ACHN renal cancer. AID 1794771. actives 4.9% (n = 81,000)
# TK-10 = TK-10 renal cancer cells; actives 3.9% (n = 81,000)
# UO-31 = UO-31 renal cancer; AID 1794768; actives 5.2% (n = 81,000)
# Starred values were filed as active, the others as inactive; . = no result given; & = joins results of further samples. Rule for the calls: active = growth percent below 10; inactive = the rest.
SMILES,IGROV1,NCI/ADR-RES,SN12C,786-0,CAKI-1,ACHN,TK-10,UO-31
CCCCC(CC)C(C(C)=O)N(C)C (configuration not stated),115,106,95,.,.,104,103,.
O=C(O)c1ccc(N2CCCCC2)cc1O,111,105,93,108,121,99,103,95
COC(=O)[C@H](Cc1ccccc1)n1cc(COC(=O)c2cccc3c(=O)c4ccccc4[nH]c23)nn1,102,96,95,99,93,102,103,81
O=C(Nc1cc2c(cc1Cl)-c1ccc([N+](=O)[O-])cc1/C2=N\O)C(F)(F)F,64,103,95,101,61,75,79,43
CCn1c(O)c(C=Nc2ccccc2)s/c1=N/Nc1nc(-c2ccccc2)cs1,97,91,105,101,92,97,129,81
CCCCCCCCCC1=NC(C)(C)CN1C(C)C,80,87,94,89,93,89,118,62
O=C(O)CC(c1ccccc1)c1ccccc1,113,106,100,100,103,115,104,97
Fc1ccc(N2CCN(/C(=N\c3sc(-c4ccccc4)nc3-c3ccccc3)c3ccccc3)CC2)cc1,119,108,93,98,89,100,101,88
N#Cc1c(-c2ccc(F)cc2)nc(NN2C(=O)CCC2=O)nc1N1CCOCC1,103,102,97,97,.,97,89,92
O=C(NCCc1c[nH]c2ccccc12)C1CCN(S(=O)(=O)c2ccc3ccccc3c2)CC1,68,80,78,87,60,76,102,33
CCCCCCCCSCCCC(=O)O,100,96,100,101,97,97,103,88
CC(=O)Nc1ccc2c(c1)Cc1ccc(Cl)cc1-2,88,105,81,86,104,108,105,64
OC[C@H](O)CN1[C@@H](CCc2ccc(O)cc2)CCC[C@H]1CCc1ccc(OCCF)cc1,106,107,98,99,93,93,97,90
Fc1cnccc1C1CC(c2ccc(N3CCNCC3)cc2)=NN1 (configuration not stated),68,106,90,111,81,100,123,77
CN1CCN(c2nc3ccccc3c3c2C2CCCN(C2)C3=O)CC1 (configuration not stated),98,111,113,111,108,111,114,90
CC(=O)Oc1cccc(C)c1,114&108,106&100,101&97,102&111,97&104,103,92&124,84&94
O=C1N=c2ccccc2=C/C1=C\N(O)c1ccccc1,91,98,97,103,91,98,103,85
O=c1oc2c(cnc3ccccc32)cc1-c1ccsc1,103,109,95,97,84,94,123,79
O=C(Nc1ccc(OCc2ccccn2)c(Cl)c1)c1cccnc1,110,106,101,85,97,104,74,98
O=C(Nc1ccccc1)Nc1cc2ccccc2c2ccccc12,98,108,113,105,113,105,112,104
Cc1ccc(S(=O)(=O)Nc2ccc(C(=O)/C=C/c3ccccc3F)cc2)cc1,101,94,94,106,77,94,130,86
CC1(C)NC(=O)NC1=O,236,109,248,100,105,118,123,75
COC(=O)[C@]12CCC(C)(C)C[C@H]1C1=CC[C@@H]3[C@@]4(C)C/C(=C\c5cccnc5)C(=O)NC(C)(C)[C@@H]4CC[C@@]3(C)[C@]1(C)CC2,107,90,95,88,91,89,102,73
CCOC(=O)c1c(O)cc(-c2ccc(F)cc2)cc1-c1sc(N(C)Cc2ccccc2)nc1Cl,105,98,97,92,93,99,112,95
Oc1ccccc1/C=C/c1nc2ccccc2n2c(=S)[nH]nc12,95,101,100,104,87,104,138,73

# Another view of some results above:
Structure: O=C(O)c1ccc(N2CCCCC2)cc1O
  IGROV1 = 111
  NCI/ADR-RES = 105
  SN12C = 93
  786-0 = 108
  CAKI-1 = 121
  ACHN = 99
  TK-10 = 103
  UO-31 = 95

Structure: COC(=O)[C@H](Cc1ccccc1)n1cc(COC(=O)c2cccc3c(=O)c4ccccc4[nH]c23)nn1
  IGROV1 = 102
  NCI/ADR-RES = 96
  SN12C = 95
  786-0 = 99
  CAKI-1 = 93
  ACHN = 102
  TK-10 = 103
  UO-31 = 81

# Returning to the listing with the 2 entries that preceded the break.
SMILES,IGROV1,NCI/ADR-RES,SN12C,786-0,CAKI-1,ACHN,TK-10,UO-31
CCOC(=O)c1c(O)cc(-c2ccc(F)cc2)cc1-c1sc(N(C)Cc2ccccc2)nc1Cl,105,98,97,92,93,99,112,95
Oc1ccccc1/C=C/c1nc2ccccc2n2c(=S)[nH]nc12,95,101,100,104,87,104,138,73
COc1cc(CN2C(=O)Cc3ccccc3-n3nc(C(C)(C)C)cc32)cc(OC)c1OC,83,89,95,98,84,102,118,56
COc1ccc(C2N=C(N)NC(Nc3nn[nH]n3)=N2)cc1OC (configuration not stated),114,102,111,101,91,104,101,.
O=c1/c(=C/c2ccccc2)sc2nc(-c3ccc(Cl)cc3Cl)nn12,103,111,107,112,96,109,99,89
O=c1c2cc(F)ccc2sc2c(N3CCN(Cc4ccccc4)CC3)nc3ccccc3c12,104,101,97,96,96,99,100,93
Cn1c(=O)c2c(nc(Cc3ccccc3)n2C)n(C)c1=O,113,105,101,91,90,98,133,86
COC(=O)[C@@]1(/C=C/c2ccccc2)C(=O)N(c2ccc([N+](=O)[O-])cc2)[C@@]1(C(=O)OC)c1ccccc1,83,72,78,69,56,52,73,62
Nc1ccccc1C#C/C=C\C#Cc1cccc(O)c1,-19*,32,67,62,31,36,84,12
Cc1c(C(=O)C(SC(=S)N(C)C)SC(=S)N(C)C)nnn1-c1ccc(Cl)cc1,102,110,100,98,87,101,100,86
Cc1nc2sc(C(=O)Nc3cccc(Cl)c3C)c(N)c2cc1C(=O)/C=C/c1ccccc1,-12*,-4.7*,-56*,-51*,-62*,3.9*,-13*,-60*
O=C(NCCCN1CCCC1=O)c1ccc(-c2ncc3cnc(-c4ccccc4)cn23)cc1,107,97,101,89,91,97,96,75
CC/C(=C(/c1ccc(Cl)cc1)c1ccc(OCCCN(C)C)cc1)c1ccc(Cl)cc1,100,94,102,93,88,109,96,85
O=[N+]([O-])c1ccccc1Sc1cccc(Sc2ccccc2[N+](=O)[O-])n1,86,83,77,88,58,90,112,51
COc1cc(/C=C2\CN(S(=O)(=O)c3ccccc3)C/C(=C\c3cc(CN4CCCCC4)c(O)c(OC)c3)C2=O)cc(CN2CCCCC2)c1O,-52*,5.0*,-42*,-69*,-89*,28,-39*,-97*
CC1CCN(C2=NC(=O)/C(=C\c3ccccc3OCc3ccccc3)S2)CC1,75,83,81,.,31,96,83,63
CCOC(=O)c1cc2c(n1Cc1cccc(OC)c1)-c1oncc1CCC2,7.3*,12,57,52,30,47,48,17
COC(=O)C/C=N\Nc1cc(=O)[nH]c2ccccc12,86,99,100,110,83,99,140,79
CCCC1CCCCN1CSCC (configuration not stated),114,120,103,103,104,114,113,105
Cc1ccc(-c2nc3sccn3c2/C=C/C(=O)c2ccccc2C(F)(F)F)cc1,93,78,78,85,76,80,86,62
COc1cc(/C=C/C(=O)C(C(=O)/C=C/c2ccc(OC(=O)CCNC34CC5CC(CC(C5)C3)C4)c(OC)c2)C(=O)CCNC23CC4CC(CC(C4)C2)C3)ccc1OC(=O)CCNC12CC3CC(CC(C3)C1)C2 (configuration not stated),-33*,42,5.0*,-53*,19,6.4*,44,.
Cc1nc(Nc2ccc(OCc3c(-c4ccccc4)no[n+]3[O-])cc2)c2cnn(-c3ccc(Br)cc3)c2n1,101,106,95,82,82,101,98,83
O=C1/C(=C/c2cc3cc4c(cc3nc2Cl)OCCO4)SC(=S)N1CCc1ccc(O)cc1,99,106,94,101,84,104,112,67
CC(=O)Nc1ccc2c(c1)Cc1c(F)cccc1-2,99,107,101,115,87,93,103,49
CCC1(C(=O)NC(=Nc2ccccc2)Nc2ccccc2)CCOC1=O (configuration not stated),118,110,101,107,96,104,112,80
O=C(Cn1cc(CSc2nnc3oc4ccccc4n23)nn1)Nc1ccccc1O,81,80,76,95,66,84,111,34
CCOCCOC(=O)Nc1c(Cl)cccc1Cl,103,111,102,103,100,101,112,92

# Rewritten with two lines to a compound: part of the list above
# Under each structure: IGROV1 | NCI/ADR-RES | SN12C | 786-0 | CAKI-1 | ACHN | TK-10 | UO-31
O=c1c2cc(F)ccc2sc2c(N3CCN(Cc4ccccc4)CC3)nc3ccccc3c12
→ 104 | 101 | 97 | 96 | 96 | 99 | 100 | 93
COc1cc(/C=C2\CN(S(=O)(=O)c3ccccc3)C/C(=C\c3cc(CN4CCCCC4)c(O)c(OC)c3)C2=O)cc(CN2CCCCC2)c1O
→ -52* | 5.0* | -42* | -69* | -89* | 28 | -39* | -97*
CCCC1CCCCN1CSCC (configuration not stated)
→ 114 | 120 | 103 | 103 | 104 | 114 | 113 | 105
CCC1(C(=O)NC(=Nc2ccccc2)Nc2ccccc2)CCOC1=O (configuration not stated)
→ 118 | 110 | 101 | 107 | 96 | 104 | 112 | 80
O=C(Cn1cc(CSc2nnc3oc4ccccc4n23)nn1)Nc1ccccc1O
→ 81 | 80 | 76 | 95 | 66 | 84 | 111 | 34
O=c1/c(=C/c2ccccc2)sc2nc(-c3ccc(Cl)cc3Cl)nn12
→ 103 | 111 | 107 | 112 | 96 | 109 | 99 | 89

# Carrying on.
SMILES,IGROV1,NCI/ADR-RES,SN12C,786-0,CAKI-1,ACHN,TK-10,UO-31
CCCCOC(=O)C12CCCCC1O2 (configuration not stated),111,105,102,98,94,112,108,91
CCC(=O)C(CC)c1ccc(C)cc1 (configuration not stated),111,104,101,105,97,104,97,86
O=C(O)C1(C(=O)O)CC=CC1,122,113,103,104,104,94,109,98
CCOC(=O)/C(C#N)=C\c1c[nH]c2ccccc12,.,89,90,114,31,85,221,70
Cc1ccc2c(n1)C(=O)C(Br)=C(c1ccc(Cl)cc1)C2=O,75,88,86,99,77,55,116,61
O=C1c2cccc(Cl)c2C(=O)c2c1cccc2[N+](=O)[O-],91,94,97,110,63,78,96,84
COc1ccc2nc3cc(Cl)ccc3c(Nc3cccnc3)c2c1,103,93,101,100,81,104,96,67
Cc1nn(-c2ccc(S(N)(=O)=O)cc2)c(C)c1N=Nc1ccc2oc(=O)ccc2c1,89,88,87,87,66,81,65,51
Cc1ccc(Cl)cc1[N+](=O)[O-],131,106,109,106,105,106,100,91
Cc1ccc(Br)c(O)c1,104,95,100,97,90,106,98,93
CCC1C2C(=O)N3CCC4(C(=C2C(=O)OC)Nc2ccccc24)C13 (configuration not stated),97,96,93,92,97,98,101,75
Clc1ccc(Sc2ccccc2)cc1,109,100,93,105,110,114,121,102
CCn1cc(C(=O)O)c(=O)c2cc(F)c(N3CCN(S(=O)(=O)c4ccc(Cl)cc4)CC3)cc21,9.4*,69,12,24,44,29,54,51
CCSC(SCC)C(OC(C)=O)C(OC(C)=O)C(COC(c1ccccc1)(c1ccccc1)c1ccccc1)OC(C)=O (configuration not stated),100,91,91,87,77,86,81,73
COc1ccc(C2Cc3cnccc3-c3[nH]c4ccncc4c32)c(OC)c1OC (configuration not stated),90,91,74,68,67,83,88,55
O=C1Nc2ccccc2SC1c1ccccc1Cl (configuration not stated),101,101,108,97,72,115,89,103
Cn1ncc2c(=S)[nH]c(=S)[nH]c21,102,103,114,111,100,103,103,86
N=c1c2cc(-c3ccccc3)oc2ncn1/N=C/c1ccccc1,63,60,86,79,67,75,80,86
Cn1c(NCCc2ccc(O)c(O)c2)nc2c1c(=O)n(Cc1ccc(Cl)c(Cl)c1)c(=O)n2C,32,77,71,83,63,42,66,34
CCCc1cccc(N)c1O,103,101,101,109,76,99,111,81
Cc1sc(NC(=O)COc2ccc(-c3ccccc3)cc2)c(C(N)=O)c1C,105,97,101,91,96,108,108,114
CC(=O)Nc1nc(C)c(C(=O)N/N=C/N2CCOCC2)s1,70,120,105,77,140,104,103,89
Cc1cc(O)c(/C=N/C(=S)Nc2cc(Cl)ccc2Cl)c(=O)o1,101,99,100,103,92,92,128,85
COc1ccccc1C(=O)Nc1cccc2c1C(=O)C(=O)C=C2,79,113,91,92,76,101,116,59
Cc1cccc(NCC(=O)Cn2cc(COc3ccc(C=Nc4cnc5ccccc5c4)cc3)nn2)c1,106,114,96,100,94,105,105,88

# The listing continues:
SMILES,IGROV1,NCI/ADR-RES,SN12C,786-0,CAKI-1,ACHN,TK-10,UO-31
COc1ccc(-c2nc(NN3C(=O)C=CC(=O)OC3c3ccc([N+](=O)[O-])cc3)[nH]c(=O)c2Br)cc1 (configuration not stated),113,100,101,100,97,108,120,75
COc1cc(C2=NN(C=O)C(c3sc(Cl)nc3Cl)C2)cc(OC)c1OC (configuration not stated),95,95,84,98,95,101,118,73
O=C(/C=C/c1ccc([N+](=O)[O-])cc1)c1ccccc1,87,103,100,89,96,100,69,75
COc1cc(C(=O)c2c(-c3ccccc3)oc3c(OC)cccc23)cc(OC)c1O,19,10,27,33,33,28,65,46
CCOC(=O)c1cnn(-c2nc(-c3ccc(Cl)cc3)c(C#N)c(N3CCOCC3)n2)c1N,93,103,99,98,79,97,118,73
O=C(O)C1CCC(C(=O)O)CC1 (configuration not stated),120,114,97,.,111,99,99,.
COc1ccc2oc(=O)cc(C3OC4=C(C(=O)CCC4)C3c3cc(=O)oc4ccc(C)cc34)c2c1 (configuration not stated),88,96,98,95,.,93,115,75
OC(c1ccccc1)c1ccc(-c2ccccc2)cc1 (configuration not stated),121,118,101,101,91,109,103,92
CN(C)CCC(C(=O)c1ccccc1)c1ccccn1 (configuration not stated),105,114,101,104,104,106,97,74
O=C(Nc1ccccc1)Nc1ccc(F)cc1,129,102,106,95,92,116,111,103
Cc1ccc(S(=O)(=O)Nc2ccc(Br)cc2C(=O)O)cc1,104,111,99,105,103,103,.,88
O=C(Nn1cc(-c2ccc3ccccc3c2)sc1=Nc1ccccc1)c1cc2ccc1CCc1ccc(cc1)CC2,101,99,93,99,90,106,101,67
CCOC(=O)/C=C/c1ccc(O)c(OC)c1,103,104,95,98,111,111,97,118
Nc1ccc(-c2nnc3n2N=CC(c2ccc(O)cc2)S3)cc1 (configuration not stated),94,88,97,102,96,82,116,75
O=C(Cn1nncc1CN1C(=O)CSC1=O)Nc1cccc(Br)c1,104,101,103,104,.,110,95,93
C/C(=N\N=C\c1ccc(O)cc1)c1nnn(-c2ccc(Cl)cc2)c1C,93,94,92,107,80,91,115,57
Cc1cc(=O)[nH]c(N/N=C/C(C)C)n1,112,105,101,.,102,108,107,88
CC(C)OP(=O)(OC(C)C)/C(C#N)=C/c1c(-c2ccccc2)[nH]c2ccccc12,.,76,97,87,77,87,105,68
